Bioassay records: PubChem BioAssay, several laboratories
human PMI inhibitors – human PMI inhibitors, high substrate, primary screen, biochemical, fluorescence intensity, high mannose 6-phosphate (AID 1220). Mannose-6-phosphate isomerase (Homo sapiens). one-dose inhibition, % at 20 µM; IC50 in µM for titrated hits. 190,000 compounds, 0.66% hits. recombinant PMI enzyme, coupled fluorescence intensity; higher % means a stronger effect
TNAP activation fold – human TNAP enzyme activators, primary screen, biochemical, luminescent, no phosphate acceptor, uHTS (AID 1001); purified TNAP, luminescent activation assay, no phosphate acceptor; higher activation fold means a stronger effect; activation fold at 20 µM, or EC50 in µM where a hit was titrated; 200,000 compounds, 0.03% hits; in the data active = activation fold from about 3, or a potency from the dose series; inactive = the rest, 99 in 100 with activation fold below about 1.6; also: many of its hits are not listed in these tables
ER stress rescue – rescue of cells from ER stress-induced death, primary screen, 384-well, CSM14.1, thapsigargin, ATP luminescence (AID 1222); CSM14.1 thapsigargin-induced death rescue, ATP luminescence; higher % means a stronger effect; cellular ATP content (survival), % at 20 µM, or EC50 in µM where a hit was titrated; 190,000 tested, under 10 active;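 active = EC50 below 50 µM in the dose-response confirmation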;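 also: death triggered by thapsigargin at about 15 µM added after 2 h compound pretreatment; cell ATP read after overnight thapsigargin exposure of roughly 18 to 22 hours; normalized against plate controls of thapsigargin alone and 5% DMSO vehicle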
P. falciparum M1AAP – P. falciparum M1AAP inhibitors, biochemical, fluorogenic H-Leu-NHMec substrate, 1536-well (AID 1445). Aminopeptidase N (Plasmodium falciparum (isolate 3D7)). 220,000 compounds, 0.42% hits. recombinant M1AAP, H-Leu-NHMec fluorogenic kinetic assay; higher % means a stronger effect. one-dose inhibition, % at 30 µM; IC50 in µM for titrated hits;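 active = primary inhibition above the hit cutoff, then over 50% inhibition at one or more dose response concentrations, cut at about 23% in these data, passing the limit was not always enough; inconclusive = conflicting primary data, or primary hits not chosen for dose response; inactive = low primary inhibition, or under 50% at every dose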;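 also: plate controls were DMSO full reaction for no effect and no enzyme background for full effect; strong numbers were not always called active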
Lipid droplet – inhibitors of hepatocyte lipid droplet formation, primary screen, imaging, high-throughput imaging, BODIPY stain. AML12 mouse hepatocytes, oleate lipid droplets. inhibition, % at 6.5 µM. 240,000 compounds, 0.4% hits;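 active = lipid droplet intensity inhibited by at least 50%, with more than 500 cells counted; inconclusive = wells with under 300 cells, treated as cytotoxic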
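material = mouse AML12 hepatocyte cell line, fixed after treatment | also added = 100 µM oleic acid challenge | doses = compound at 6.5 µM only | schedule = overnight exposure | technique = Image-based BODIPY and DAPI two-channel analysis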
human PMI inhibition – inhibitors of human PMI, primary screen, biochemical, fluorescence intensity, coupled assay (AID 1209) | purified PMI enzyme, coupled fluorescence intensity; higher % means a stronger effect | 190,000 compounds, 0.42% hits | Mannose-6-phosphate isomerase (Homo sapiens) | one-dose inhibition, % at 20 µM; IC50 in µM for titrated hits;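 also: plate controls were DMSO vehicle for no effect and wells lacking substrate for full effect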
UTI89 phage lysis – inhibition of K1F phage lysis, E. coli UTI89, bacterial capsule biogenesis inhibitors, alamar blue (AID 488966); 340,000 compounds, 0.02% hits; E. coli UTI89 K1F phage lysis, alamar blue, 2 h; higher % means a stronger effect; one-dose inhibition, % at 100 µM; IC50 in µM for titrated hits;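 active = phage lysis inhibition, versus mean bacterial control, above a set limit; inconclusive = no clear call, values can overlap the other calls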;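 also: capsule biogenesis inhibitors block K1F phage lysis so surviving cells raise fluorescence; higher fluorescence means more inhibition of phage lysis; actives were called in the ten point dose series up to 300 µM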
Myeloid diff MLP – induction of myeloid progenitor differentiation, primary screen, cell-based, flow cytometry, MLPCN library; 360,000 compounds, 1% hits; AID 624256, 2012; ER-HoxA9 myeloid progenitors, lysozyme-GFP differentiation; calls only at 10 µM;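 active = normalized GFP-positive differentiation at or above the plate's own cutoff, the solvent-only control mean plus 3 SD; inconclusive = no clear call, values can overlap the other calls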;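 also: cells exposed to compound for four days before flow analysis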
WT yeast gro inh – growth inhibition of WT strain, primary screen, mitochondrial fusion inhibitor project, WT and mutant strains, chemical genetic | mitochondrial fusion phenotypic screen | 190,000 compounds, 2.1% hits | inhibition, % at 10 µM; in the data active = inhibition above about 58%; tested in S. cerevisiae
WT yeast gro inh mutant strain – second read-out of WT yeast gro inh, no call of its own (marks repeat the call); inhibition, %; mitochondrial fusion phenotypic screen, mutant strain inhibition
Lipid droplet cells 6.5 µM – recorded beside Lipid droplet, whose call it bears; cell count; measured here: cell count, cytotoxicity flag;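 cells counted across two imaged fields per well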
Myeloid diff MLP GFP+ MAC1+ % – second read-out of Myeloid diff MLP, no call of its own (marks repeat the call); GFP+ MAC1+ double positive, %; measured here: differentiation confirmed by MAC1 staining
Numbers without * were called inactive; i = inactive; u = inconclusive; x = no result given; + = active, no number; [ ] = remark or other dose. Rule as the data show it, unless noted: active = inhibition above about 50%; inactive = the rest.

SMILES	human PMI inhibitors	TNAP activation fold	ER stress rescue	P. falciparum M1AAP	Lipid droplet	Lipid droplet cells 6.5 µM	human PMI inhibition	UTI89 phage lysis	Myeloid diff MLP	Myeloid diff MLP GFP+ MAC1+ %	WT yeast gro inh	WT yeast gro inh mutant strain
C/C(CC(=O)Nc1ccccc1F)=N\NC(=O)Cc1ccc(Cl)cc1	3%	1	-0.2%	3%	-18	710	2%	-0.1%	i	0.3	-4	-13
Cc1nn(C)c(Cl)c1NC(=O)OCc1ccc(F)cc1	-1%	1.1	-1.9%	3%	x	x	-3%	0.0%	i	3.6	-23	-9
Cc1ccc(S(=O)(=O)N(CC(=O)N/N=C/c2ccc(F)cc2)c2cccc3cccnc23)cc1	-5%	1	-7.1%	7%	x	x	4%	-0.4%	i	1.8	-10	8
CCOc1ccc2nc(NC(=O)CCn3cccc3)sc2c1	-4%	1.2	0.0%	-3%	x	x	-5%	2.3%	i	2.7	9	-30
O=C(Nc1ccccc1C(=O)O)c1ccc(Br)c(S(=O)(=O)NCc2ccccc2)c1	x	1	-3.5%	u	-20	543	x	-0.2%	i	0.1	-22	-13
COc1ccc(N/N=C(\C=N\O)C(=O)c2ccc(OC)cc2)cc1	-38%	1.1	-1.2%	24%*	3	782	-20%	-1.3%[50 µM]	u	x	2	-20
COc1cc(/C(C)=N/NC(=O)CSc2nncn2C)ccc1OCc1ccccc1Cl	4%	1	0.3%	1%	-24	574	1%	0.9%[50 µM]	i	0.7	-11	-11
CN(C(=O)c1ccc(S(=O)(=O)NC2CCCC2)cc1)C1CCCCC1	12%	1	x	-2%	-4	608	13%	1.2%	i	1.6	-4	-12
Cc1c(C(=O)O)oc2c1/C(=N\O)CC(C)(C)C2	-14%	1.1	-2.6%	3%	1	631	-20%	1.6%[50 µM]	i	0.8	1	4
Cc1cc(OCCCCOc2ccc(C#N)cc2)ccc1[N+](=O)[O-]	x	x	x	3%	3	705	x	0.1%	i	0.2	x	x
Nc1ncnc2c1cnn2-c1ccccc1	0%	1.2	-0.5%	1%	x	x	0%	2.1%	i	1.6	6	3
COc1ccc2nc(N)sc2c1	-2%	1.1	0.7%	-2%	x	x	-6%	1.2%	i	11	18	9
O=C(CN1C(=O)NC2(CCCCC2)C1=O)Nc1ccc(N2CCOCC2)cc1	14%	1.1	-1.9%	0%	-2	527	22%	u	i	0.7	-14	-15
CC1CCC2(CC1)NC(=O)N(CC(=O)Nc1ccccc1-c1ccccc1)C2=O (stereo unspecified)	3%	1	-0.6%	3%	-26	708	2%	0.3%	i	0.2	4	-2
NC[C@@H]1O[C@H](C23CC4CC(CC(C4)C2)C3)Cc2c1ccc(O)c2O	x	x	x	-3%	-41	630	x	13%	+	36*	x	x

Sorted by value in Myeloid diff MLP GFP+ MAC1+ % (largest number first): 3 of the compounds above.
SMILES	Myeloid diff MLP GFP+ MAC1+ %
CCOc1ccc2nc(NC(=O)CCn3cccc3)sc2c1	2.7
Nc1ncnc2c1cnn2-c1ccccc1	1.6
Cc1cc(OCCCCOc2ccc(C#N)cc2)ccc1[N+](=O)[O-]	0.2

The listing picks up, repeating the 2 entries before the break.
SMILES	human PMI inhibitors	TNAP activation fold	ER stress rescue	P. falciparum M1AAP	Lipid droplet	Lipid droplet cells 6.5 µM	human PMI inhibition	UTI89 phage lysis	Myeloid diff MLP	Myeloid diff MLP GFP+ MAC1+ %	WT yeast gro inh	WT yeast gro inh mutant strain
CC1CCC2(CC1)NC(=O)N(CC(=O)Nc1ccccc1-c1ccccc1)C2=O (stereo unspecified)	3%	1	-0.6%	3%	-26	708	2%	0.3%	i	0.2	4	-2
NC[C@@H]1O[C@H](C23CC4CC(CC(C4)C2)C3)Cc2c1ccc(O)c2O	x	x	x	-3%	-41	630	x	13%	+	36*	x	x
Fc1ccc(C(c2nnnn2C2CCCCC2)N2CCCC2)cc1 (stereo unspecified)	-32%	1	0.1%	12%	-1	661	-26%	0.1%	i	0.0	4	-8
CCCOc1ccc(-c2cn3ccccc3n2)cc1[N+](=O)[O-]	28%	1	-1.7%	0%	0	724	4%	1.1%[50 µM]	i	0.3	13	6
CC(=NC1CC1)C1=C(O)c2ccccc2C1=O	-3%	1.1	2.6%	8%	16	861	6%	3.3%	i	1.2	6	-3
CCN(CC)CCNC(=O)C1c2ccccc2C(=O)N(CCOC)C1c1ccc(F)cc1 (stereo unspecified)	-6%	1.1	-2.6%	6%	2	809	-3%	0.5%	i	0.7	11	8
O=C(CNc1ccccc1Cl)N/N=C1\CCCc2ccccc21	10%	1.1	-0.2%	-6%	8	615	10%	0.8%	i	0.2	-3	-2
Cc1ccc(C)c(-n2nnnc2SCC(=O)c2c(N)n(C)c(=O)n(C)c2=O)c1	4%	1.1	-0.6%	6%	-14	722	2%	x	x	x	10	-4
O=C(Nc1nnc(-c2ccccc2)s1)c1ccc(F)cc1	-10%	1.1	-0.7%	6%	-3	702	-3%	-0.7%	i	0.2	-3	1
CC(=O)OC(Cn1nc(C)cc1C)c1ccccc1 (stereo unspecified)	4%	1.1	-0.5%	1%	0	737	8%	6.7%	i	0.2	-10	-3
COc1ccc(-c2cc(-c3cc(F)ccc3O)[nH]n2)cc1OC	0%	1.2	0.2%	8%	x	x	4%	0.6%	i	0.3	1	-6
CNCCCNC(=O)c1ccc(/C=N/O)nc1	-8%	1.1	-12%	-1%	-19	711	-10%	-1.5%	i	1.0	3	-2
Cc1ccc([N+](=O)[O-])cc1NC1CC(O)C(CO)O1 (stereo unspecified)	2%	1.1	1.2%	4%	3	648	6%	1.4%[50 µM]	i	1.1	-5	-29
CCn1cc(C(=O)NCCc2ccccc2)c(=O)c2cc(F)c(N3CCN(C)CC3)cc21	13%	1	x	6%	8	733	17%	3.9%	i	1.4	62*	-3.2*
COc1ccc(NC(=S)N/N=C/c2ccc(F)c(F)c2)cc1	x	x	x	7%	13	638	x	0.0%	i	0.5	x	x
O=C(CN1CCN(c2ccc([N+](=O)[O-])cc2)CC1)Nc1nccs1	4%	1.1	0.2%	-3%	10	663	1%	1.4%[50 µM]	i	1.4	5	-20
CCN(CC)C(=O)N(CC)Cc1ccccc1	16%	1.1	1.0%	3%	-13	697	-6%	0.4%	i	0.1	4	-2
COc1ccccc1NC(=O)COc1ccc(/C=N/n2cnnc2)cc1OC	4%	1.1	4.0%	8%	x	x	2%	1.0%	i	1.4	-14	-25
CCn1c(SCc2ccccc2)nnc1C1CCCCC1	-5%	1.1	-2.2%	-1%	30	788	0%	10.0%	i	0.5	-14	-4
O=C1NCCN1C(=O)N(c1ccccc1)c1ccccc1	-1%	1.1	-0.6%	-4%	x	x	-3%	-2.6%	i	9.3	-9	-3
COc1ccccc1NC(=O)CSc1nnc(-c2ccco2)o1	1%	1.2	1.2%	-1%	x	x	4%	2.5%	i	0.6	-11	8
O=S(=O)(Nc1ccc(O)c(CN2CCCCC2)c1)c1ccccc1	0%	1.1	-2.5%	6%	x	x	-6%	0.5%	i	0.9	8	0
O=C1C=CC(=O)N1c1ccc(N2CCCCC2)cc1	-8%	1	-5.0%	7%	17	696	-2%	-19%	i	0.2	35	37
COc1ccc(-c2nn(-c3ccccc3C)cc2CNCc2cccnc2)cc1F	-3%	1	0.5%	1%	-26	706	6%	0.1%	i	0.3	12	-1
CCN1CCN(CCNC(=O)c2cn(Cc3ccccc3F)nn2)CC1	2%	1.1	-1.9%	-1%	0	730	1%	0.8%	i	1.9	-6	-6
CCN(CC)S(=O)(=O)c1cccc(C(=O)N/N=C/c2ccccn2)c1	8%	1.4	-0.9%	-8%	3	649	10%	2.2%	i	1.5	-8	-8
COC(c1ccccc1)c1nnc(CCC(=O)N(C)CCCC2CCCC2)o1 (stereo unspecified)	4%	1.1	2.4%	1%	-48	699	5%	-0.3%	i	0.5	-3	-11
CC(C)Cc1csc(NC(=O)c2ccc(F)cc2)c1C(=O)O	-5%	1.1	-0.6%	10%	-23	458	0%	-3.4%	i	0.2	-4	-4
CCn1ncc(-c2csc(N)n2)c1C	21%	1.1	x	-2%	-1	670	6%	0.4%	i	0.5	-9	-17

Marked active in P. falciparum M1AAP (from the list above):
canonical_smiles	human PMI inhibitors	TNAP activation fold	P. falciparum M1AAP	human PMI inhibition	Myeloid diff MLP GFP+ MAC1+ %	WT yeast gro inh mutant strain
COc1ccc(N/N=C(\C=N\O)C(=O)c2ccc(OC)cc2)cc1	-38%	1.1	24%*	-20%	x	-20

An excerpt of the results above, as a working copy:
SMILES	human PMI inhibitors	TNAP activation fold	ER stress rescue	P. falciparum M1AAP	Lipid droplet	Lipid droplet cells 6.5 µM	human PMI inhibition	UTI89 phage lysis	Myeloid diff MLP	Myeloid diff MLP GFP+ MAC1+ %	WT yeast gro inh	WT yeast gro inh mutant strain
CC(C)Cc1csc(NC(=O)c2ccc(F)cc2)c1C(=O)O	-5%	1.1	-0.6%	10%	-23	458	0%	-3.4%	i	0.2	-4	-4
CCn1ncc(-c2csc(N)n2)c1C	21%	1.1	x	-2%	-1	670	6%	0.4%	i	0.5	-9	-17
